SUMO Mot1 rescue: yeast Mot1-301 growth rescue at high temperature, primary screen, SUMOylation pathway inhibitor project, S. cerevisiae, ATP luminescence, 38.5C | S. cerevisiae Mot1-301 growth rescue; percent above DMSO median, 100 means doubled | growth rescue, % at 18.8 µM | actives 1% (n = 320,000);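 active means every valid replicate shows activation above 250% relative to neutral control wells; inactive means the rest, any valid replicate at or below 250%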;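 further: OY570 slx delta 5 strain wells were the positive control but not used for scaling; some compounds called inactive have numbers as strong as hits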
AddAB inh: growth inhibition of E. coli expressing H. pylori AddAB, primary screen, AddAB inhibitor project, absorbance; inhibition, % at 11.9 µM; actives 0.29% (n = 330,000); in the data active means inhibition above about 12%;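 further: 0% = vehicle wells of infected cells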
Ecoli viability: E. coli V3065 growth inhibition, primary screen, counter-screen for AddAB inhibitor project, absorbance, OD600. actives 0.27% (n = 330,000). inhibition, % at 11.9 µM. 18 h;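 active means inhibition above the campaign's mean inhibition across all tested compounds plus 3 SD, cut at about 9.9% in these data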;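 further: uninfected addAB+ strain grown without phage in ampicillin broth; 0% = DMSO wells and 100% = ciprofloxacin 0.95 µg/ml wells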
Numbers without * were called inactive. An excerpt; rates above refer to the full screens.

SMILES	SUMO Mot1 rescue	AddAB inh	Ecoli viability
Cc1c(Nc2cc(N3CCOCC3)c3nonc3c2[N+](=O)[O-])c(=O)n(-c2ccccc2)n1C	-5	-1.3	-2.6
COc1ccc(C2=NC(c3ccccc3)CO2)cc1 (stereo not drawn)	-8	2.4	-1.8
Cc1[nH]c(=O)[nH]c(=O)c1/C=N\NC(=O)CCc1ccc(OC(C)C)cc1	16	1.8	0.5
COc1cc2c(cc1O)[C@H](Cc1ccc(Oc3cc(C[C@@H]4NCCc5cc(OC)c(O)cc54)ccc3O)cc1)NCC2	203	2.6	-1.4
OCCN1C[C@H](O)[C@@H](O)[C@H](O)[C@H]1CO	4	-1.4	0.3
COc1ccc(-c2cc(C(F)(F)F)c(C#N)c(SCC(=O)O)n2)cc1OC	304*	2.8	-0.4
CC(=O)NO	-15	1.9	0.5
CCN(CC)S(=O)(=O)c1ccc2c(c1)c(=O)c(C(=O)NCc1ccc3c(c1)OCO3)cn2C	161	1.2	0.0
S=c1nc(C23CC4CC(CC(C4)C2)C3)nc2sccn12	-18	-0.4	-1.5
CS(=O)(=O)c1ccc2nc(NC(=O)c3ccc(N4C(=O)CCC4=O)cc3)sc2c1	5	-0.2	1.6
CCC/C=C(\CCC)C(NS(=O)(=O)c1ccc(C(F)(F)F)cc1)c1ccccc1 (stereo not drawn)	220	2.4	0.7
CN1C(=O)/C(=C/c2cn(CC(=O)N3CCCCC3)c3ccccc23)c2ccccc21	0	0.9	0.2
O=C1c2c(O)cc(O)cc2O[C@H](c2ccc(O)c(O)c2)[C@@H]1O	-5	0.5	0.8
CC(=O)c1ccc(N2CCCC2)c(F)c1	20	2.4	-1.1
Cn1c(=O)c(C(=S)NC(=O)C2CC2)c(N)n(Cc2ccccc2)c1=O	-5	-0.4	-1.9
CN1C(=O)CC[C@H]1c1cccnc1	1	-2.7	-1.8
COC/C=C/C1=CC2=CC(=O)C(C)(OC(=O)CCC(=O)OC)C(=O)C2=CO1 (stereo not drawn)	7	1.6	2.7
COc1ccccc1-c1n[nH]c(=S)n1Cc1ccco1	-13	1.1	-0.2
CC(C)Cn1c(N)c(-c2nc(C(C)C)c(C(=O)c3ccccc3F)s2)c(=O)n(C)c1=O	6	2.3	-0.2
Cn1cnc2c1c(=O)[nH]c(=O)n2C	-15	-0.2	-1.4
CCOC(=O)CN(Cc1ccccc1)C(=O)OC(C)(C)C	1	2.3	0.7
CCCNC(=O)OC[C@H]1O[C@H](CCO/N=C(\C)CCN2CCc3nc(-c4ccccc4)c(-c4ccccc4)cc3C2)C=C[C@@H]1Oc1ccc(OC)cc1	5	0.0	-0.9
COc1ccc(O)c(C(=O)CC(=O)c2ccccc2)c1	24	-2.0	-0.8
CCOc1ccc(N2C(=O)CN(O)C=C3N=c4ccccc4=C32)cc1	-7	3.8	-0.5
C[C@@H]1NC(=O)[C@H](CCCN=C(N)N)NC(=O)c2cc([N+](=O)[O-])cc(I)c2OCC[C@@H](C(=O)NC(CC(=O)O)C(N)=O)NC1=O (stereo partly drawn)	8	5.0	0.3
O=C1C(=O)N(CCN2CCOCC2)C(c2cccnc2)/C1=C(/O)c1ccccc1 (stereo not drawn)	-11	0.9	1.1
O=C(COc1ccc2ccccc2c1)Nc1cccc2c1C(=O)NC2=O	5	0.7	0.2
CCS(=O)(=O)Nc1cccc(C(=O)O)c1	44	-1.9	0.1
CCOc1ccc(S(=O)(=O)Nc2cc(Sc3ncn[nH]3)c3oc(=O)sc3c2)cc1	-12	1.1	-3.2
N#Cc1cc([N+](=O)[O-])ccc1NC(=O)COC(=O)C12CC3CC(CC(C3)C1)C2	3	-0.9	0.0
CN(C)c1ccc(-c2nn3c(-c4cccnc4)nnc3s2)cc1	0	-1.3	1.0
CCc1ccc(C2=NN(CCC(=O)NC3CC3)C(=O)CC2)cc1	3	1.7	-0.5
Cc1noc(C)c1C(=O)OCC(=O)Nc1cc(S(=O)(=O)N2CCOCC2)ccc1Cl	-6	2.8	1.3
O=C(NCCN1CCOCC1)c1cccn2c(=O)c3c4c(sc3nc12)CCCC4	-7	1.2	0.8
COc1ccc(N2CCN(CCNC(=O)CCS(=O)(=O)c3cccc4nsnc34)CC2)cc1	10	-0.5	0.3
COCc1cc(C)nc(N/N=C/c2ccc(-c3ccc(C(=O)O)c(Cl)c3)o2)c1C#N	8	-1.2	-1.3
CC1=CCC(/C=N\Nc2nnc3c(n2)[nH]c2ccccc23)CC1 (stereo not drawn)	52	1.5	-1.4
CC(CCCCC(=O)Nc1ccc(C(F)(F)F)cc1)NCCc1cnc[nH]1 (stereo not drawn)	-4	0.2	-1.3
O=C(c1cccc2ccccc12)n1nnc2ccccc21	-14	4.6	0.0
COc1ccccc1N(CCN1C(=O)c2cccc3cccc(c23)C1=O)C(=O)c1ccncc1	-18	4.0	0.1
COc1ccc(C2CC(=O)c3cnc(N4CCc5ccccc54)nc3C2)c(OC)c1 (stereo not drawn)	-3	1.4	-0.9
CCOC(=O)CC1C(=O)NCCN1C(=O)c1cc2c(=O)n3ccccc3nc2s1 (stereo not drawn)	-11	-3.5	-3.7
COC(=O)C/C=C/[C@@H](C)[C@@H](/C=N/OC[C@@H](C)[C@H](OCc1ccccc1)C(C)C)NS(=O)(=O)c1ccc(C)cc1	-9	-1.6	-0.4
Cc1ccc(O)c(O)c1	-32	3.7	1.5
COC(=O)c1ccccc1NC(=O)Cn1cnc2c(cnn2-c2ccc(C)c(C)c2)c1=O	-12	4.4	0.6
CCC(C)NC(=O)CSc1nc2ccc(N3CCOCC3)cc2c(=O)n1CCc1ccccc1 (stereo not drawn)	-3	4.4	-2.6
Cc1ccc(-c2csc3nc4c5ccccc5c(NCCCN5CCOCC5)nn4c(=O)c23)cc1	3	2.2	-0.6
CCOc1ccc(NC(=O)c2cc3cc4ccc(C)cc4nc3o2)cc1	268	-1.0	-0.2
Cn1c2ccccc2c(=O)c2c(=O)n(Cc3ccco3)c(-c3ccc(Cl)cc3Cl)nc21	17	1.1	0.2
COc1cc(CC(=O)N/N=C/c2ccccc2)c([N+](=O)[O-])cc1OC	-17	2.4	2.7
CCc1ccc(C(=O)N/N=C/c2ccc(Cl)cc2Cl)nc1	16	0.6	0.2
CCN(CC)c1ccc(/C=C2/C(=O)N(c3ccc([N+](=O)[O-])cc3)N=C2N2CCOCC2)cc1	20	0.5	-1.0
O=C1Nc2cc(C(=O)N3CCN(c4ccccc4F)CC3)ccc2NC1CSCc1ccccc1F (stereo not drawn)	7	2.4	-2.5
Fc1ccc(-n2nnc(-c3ncc[nH]3)n2)cc1	-10	-0.2	-0.7
O=C(NCc1ccc[n+](CCCCS(=O)(=O)[O-])c1)c1ccc(OC(F)F)cc1	-10	-0.7	-0.9
CC1CCC(NC(=O)c2ccc(NC(=O)c3ccc(=O)[nH]c3)cc2)CC1 (stereo not drawn)	-1	-0.9	-1.7

Further structures follow.
SMILES	SUMO Mot1 rescue	AddAB inh	Ecoli viability
CC(=O)Nc1ccc(C(=O)OCC(=O)NCc2ccc(Cl)cc2)cc1	271	1.9	0.8
O=C(CSCc1ccc(Cl)cc1)c1ccco1	-5	2.7	-0.3
COC(=O)C1=C(C)OC(N)=C(C#N)C1c1cc2cccc(C)c2nc1Cl (stereo not drawn)	123	4.4	1.5
CCOc1ccc(S(=O)(=O)n2nnc3ccccc32)cc1C(C)C	3	5.8	-1.4
CC1CCN(c2nc3ccccc3nc2N2CCC(C)CC2)CC1	0	0.9	0.4
CCCOc1ccc(-c2nc(-c3ccc(N)cc3)cs2)cc1	11	-1.4	1.3
Cc1ccc(S(=O)(=O)c2ccccc2)cc1S	-2	4.0	1.8
NC(=O)c1ccsc1N	-6	-0.5	-0.2
CC1=NN(c2ccccc2)C(=O)/C1=C/c1c(C)[nH]n(-c2ccc(C)cc2)c1=O	11	1.6	0.3
CCOC(=O)c1cc2c(ccn2-c2ccc(F)cc2)n1CC(=O)NC(C)(C)C	22	3.0	0.4
CCNc1nc(NC(C)C)nc(ON=C(C)C)n1	-10	2.6	-0.8
CN1C(=O)c2c(sc3c2CCCC3)NC1c1ccccc1O (stereo not drawn)	6	3.4	-2.8
COc1ccccc1CCNC(=O)c1cc(-c2ccccn2)nc2ccc(Br)cc12	238	-0.3	1.9
Cc1ccc(OC(=O)c2cccc(C(=O)Oc3ccc(C)cn3)n2)nc1	15	0.6	0.4
CCOCCn1cnc2sc(C(=O)Nc3nc(C)c(C(=O)OCC)s3)c(C)c2c1=O	14	0.9	0.7
CCCc1nc2sc3c(=O)n(N)cnc3c2c2c1COC(C)(C)C2	24	1.4	2.0

Sorted by length of the SMILES (low to high): some entries from above
SMILES	SUMO Mot1 rescue	AddAB inh	Ecoli viability
CN1C(=O)c2c(sc3c2CCCC3)NC1c1ccccc1O (stereo not drawn)	6	3.4	-2.8
CCCc1nc2sc3c(=O)n(N)cnc3c2c2c1COC(C)(C)C2	24	1.4	2.0
Cc1ccc(OC(=O)c2cccc(C(=O)Oc3ccc(C)cn3)n2)nc1	15	0.6	0.4
COc1ccccc1CCNC(=O)c1cc(-c2ccccn2)nc2ccc(Br)cc12	238	-0.3	1.9

Four entries from above, reformatted:
Values run as follows: SUMO Mot1 rescue | AddAB inh | Ecoli viability
> CN1C(=O)c2c(sc3c2CCCC3)NC1c1ccccc1O (stereo not drawn)
    6 | 3.4 | -2.8
> COc1ccccc1CCNC(=O)c1cc(-c2ccccn2)nc2ccc(Br)cc12
    238 | -0.3 | 1.9
> Cc1ccc(OC(=O)c2cccc(C(=O)Oc3ccc(C)cn3)n2)nc1
    15 | 0.6 | 0.4
> CCOCCn1cnc2sc(C(=O)Nc3nc(C)c(C(=O)OCC)s3)c(C)c2c1=O
    14 | 0.9 | 0.7

Later entries:
SMILES	SUMO Mot1 rescue	AddAB inh	Ecoli viability
CCCC1Cc2c(sc(NC(=S)NC(=O)c3ccccc3)c2C#N)CO1 (stereo not drawn)	2	-0.2	0.5
CC1=C(C)Cc2c(OC(=O)c3ccccc3)ccc(OC(=O)c3ccccc3)c2C1	1	-0.2	-2.1
CCN(CC)CCCNCC(=O)Nc1ccc(OC)c(Cl)c1	7	2.3	0.5
O=C(O)c1cccc(-c2ccc(/C=N/n3cnc4sc5c(c4c3=O)CCCC5)o2)c1	-7	-1.0	0.5
On1c2c(c3c4nonc4ccc31)CCCC2	-9	2.1	4.0
O=C(Nc1nc2ccccc2s1)Nc1ccc([N+](=O)[O-])cc1Cl	-4	-1.1	0.7
Cc1ccc(S(=O)(=O)c2nc(C)oc2NCc2ccccc2)cc1	2	-1.0	-1.2
Cc1ccc(NC(=O)Cn2c(O)c(N=NC(=O)c3cc([N+](=O)[O-])ccc3O)c3ccccc32)cc1	4	-3.1	-2.6
Cn1c(=O)c(C=Nc2ccccc2)c(O)c2ccccc21	15	0.4	-1.5
C/C=C\C(=O)Nc1cccc(C2=NOC3(C2)C[C@H](C(N)=O)N(C(=O)[C@H]2CCC(=O)N2)C3)c1 (stereo partly drawn)	0	0.4	-0.5
CCSc1nc2sc3c(c2c2nnc(SCC(=O)NCc4ccco4)n12)CCCC3	7	-0.8	-0.9
O=C(c1ccc(Br)o1)N1CCc2ccccc21	-11	0.7	-0.5
CCN(CC)C(=O)CSc1nnc(COc2cccc(C)c2)n1C	344	1.9	-4.8
O=C(Nc1nc2c(s1)CCCC2)c1cc(-c2ccc3c(c2)OCO3)nc2ccccc12	-3	0.9	-2.1
COc1ccc(CNC(=O)C2CCC(CNc3nc(=S)[nH]c4ccccc34)CC2)cc1 (stereo not drawn)	-15	0.3	0.8
Cn1c(=O)c2ncn(CC(=O)N=Nc3c(O)[nH]c4ccccc34)c2n(C)c1=O	0	1.2	3.3
COC(=O)[C@@H]1CC[C@H](C)[C@@H](c2ccc(C)cc2)N1C(=O)c1ccc(/C=N/O[C@H](C)c2cn([C@@H]3COC[C@H]3O)nn2)cc1	-3	-1.4	-3.5
Cc1ccc(-n2[nH]c(C)c(C=Nc3ccc(S(=O)(=O)Nc4nccs4)cc3)c2=O)c(C)c1	4	13*	5.7
CC(C)C(OC(=O)c1oc2ccccc2c1CSC1CCCCC1)C(=O)NC(N)=O (stereo not drawn)	14	2.6	1.2
Cc1[nH]c2ccccc2c1/C=N/Nc1ccc(F)cc1F	54	1.8	-1.0
COC(=O)CCC(=O)OC1(C)C(=O)C2=CN(CCCCO)C(c3ccc(OC)cc3)=CC2=C(Br)C1=O (stereo not drawn)	-29	2.4	-0.3
CCc1ccc(NC(=O)Cc2ccc(OC)cc2)cc1	5	2.8	0.4
Cc1cccc(N/N=C(\C=N\N)C(=O)c2ccc(Br)cc2)c1	0	0.2	-0.2
Cc1cc(C)nc(/N=C2\NC(=O)CC(C(=O)O)N2c2ccc(F)c(Cl)c2)n1 (stereo not drawn)	5	-3.6	-1.8
CCCCn1c(NC(=O)c2ccc(F)cc2)c(C#N)c2nc3ccccc3nc21	-17	-0.9	-1.6
C[C@H](NC(=O)c1nc[nH]c1C(=O)NC1CCNCC1)C(=O)OCc1ccccc1	0	3.1	0.6

Assay outcomes as filed in PubChem BioAssay.
